# Screens: PubChem BioAssay, The Scripps Research Institute Molecular Screening Center
# CHO parental Ca: counter-screen for OX1R antagonists: effect in parental CHO cells | AID 463079 | parental CHO-K1, ATP-induced calcium, Fluo-8 fluorescence | 330,000 compounds, 0.63% hits | inhibition, % at 5.6 µM;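 active = inhibition above that plate's mean sample inhibition plus 3 SD, cut at about 26% in these data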;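 note: 0% = ATP-challenged DMSO wells and 100% = DMSO wells without ATP; some compounds past the cut are filed as inactive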
#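 Measured by: calcium-sensitive Fluo-8 fluorescence / Test system: CHO parental line / Controls: ATP-challenged DMSO wells low, unchallenged DMSO wells high / Measure: % inhibition / Compound: single nominal dose of 5.6 µM per compound / Replicates: single well per compound, no replicates / Reagent: ATP as calcium-mobilizing challenge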
# OXTR agonist: agonists of human oxytocin receptor | 320,000 compounds, 0.32% hits | activation, % at 3 µM | CHO-OTR cells, Fluo-8 calcium fluorescence; normalized: DMSO 0%, oxytocin 100%;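 active = activation above the mean of all tested compounds plus 3 SD, cutoff set per screening run, cut at about 20% in these data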;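 note: peak over basal fluorescence ratio from a 100 s FLIPR kinetic read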
# V1aR counter: V1a receptor agonism, counter-screen for OXTR agonists. 320,000 compounds, 0.25% hits. CHO-V1R cells, Fluo-8 calcium fluorescence, agonist mode; 0% DMSO, 100% 3 nM vasopressin. P37288. activation, % at 3 µM;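 active = activation above the mean activation of all tested compounds plus 3 SD, per screening run, cut at about 20% in these data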;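 note: signal is peak over basal fluorescence ratio across a 100 second FLIPR read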
# TAAR1 agonist: human TAAR1 agonism; Q96RJ0; CHO RD-HGA16 TAAR1, Fluo-8 calcium fluorescence; vehicle wells 0%, saturating PEA agonist 100%; activation, % at 3 µM; 360,000 compounds, 0.99% hits;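 active = activation above the mean activation of all test compounds in the run plus 3 SD, cut at about 38% in these data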
# Target sequence (Q96RJ0 whole entry, looked up): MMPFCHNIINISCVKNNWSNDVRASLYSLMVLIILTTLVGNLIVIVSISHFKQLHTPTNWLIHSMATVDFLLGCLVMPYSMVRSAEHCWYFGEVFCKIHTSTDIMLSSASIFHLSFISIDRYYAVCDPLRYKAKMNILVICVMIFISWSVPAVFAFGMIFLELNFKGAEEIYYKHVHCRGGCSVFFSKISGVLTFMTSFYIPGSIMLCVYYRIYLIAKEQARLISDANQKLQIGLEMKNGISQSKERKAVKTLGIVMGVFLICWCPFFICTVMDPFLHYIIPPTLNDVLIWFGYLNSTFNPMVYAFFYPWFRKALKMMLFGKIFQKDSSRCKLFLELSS
#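 Assay system: CHO-derived RD-HGA16 cells with stable Gα16 and human TAAR1; timing: 17-24 h seeding, 75 min 37 °C dye, 30 min RT; read-out: % activation from peak over basal fluorescence ratio, DMSO-to-PEA scaled; measured by: kinetic Fluo-8 calcium fluorescence; benchmarks: low control DMSO, high control PEA (EC100); doses: 3 µM single concentration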
# TAAR1 antag: antagonists of human TAAR1; 360,000 compounds, 1.5% hits; CHO RD-HGA16 TAAR1, Fluo-8 calcium fluorescence, antagonist; inhibition, % at 3 µM;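 active = inhibition above a per-plate cutoff, the mean inhibition of test compounds on that plate plus 3 SD, cut at about 49% in these data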;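 note: 0% = DMSO plus EC80 beta-PEA response and 100% = DMSO alone without agonist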
#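 Material: RD-HGA16 CHO cells with stable hTAAR1 and Gα16; Dosing: single nominal final test compound concentration of 3 µM; Schedule: seeding 17-24 h prior, 75-min 37 °C, 30-min RT dye loading; Detection: kinetic Fluo-8 calcium fluorescence measurement; Measure: % inhibition from peak post-agonist over basal fluorescence ratio; Benchmarks: vehicle and agonist controls.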
# M1 PAM: positive allosteric modulators of human M1 muscarinic receptor; P11229; CHO-K1 hM1, Fluo-8 calcium fluorescence, ACh EC20; 0% = ACh EC20, 100% = maximal ACh; activation, % at 3 µM; 360,000 compounds, 0.088% hits; AID 588819; in the data active = activation above about 19%, passing the limit was not always enough
# Target sequence (P11229 whole entry, looked up): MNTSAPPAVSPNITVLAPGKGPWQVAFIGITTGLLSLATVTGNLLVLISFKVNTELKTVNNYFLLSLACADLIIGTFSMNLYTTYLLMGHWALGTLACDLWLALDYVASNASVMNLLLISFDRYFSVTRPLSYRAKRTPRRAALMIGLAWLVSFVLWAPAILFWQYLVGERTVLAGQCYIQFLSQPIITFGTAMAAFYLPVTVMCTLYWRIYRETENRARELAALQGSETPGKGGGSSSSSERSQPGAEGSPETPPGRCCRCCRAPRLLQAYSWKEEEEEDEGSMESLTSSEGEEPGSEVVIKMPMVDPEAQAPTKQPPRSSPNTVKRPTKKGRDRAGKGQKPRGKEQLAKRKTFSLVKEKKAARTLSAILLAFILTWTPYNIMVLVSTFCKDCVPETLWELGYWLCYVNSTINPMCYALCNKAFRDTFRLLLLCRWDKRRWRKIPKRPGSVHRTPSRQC
# M1 ag: human M1 muscarinic receptor agonism; activation, % at 3 µM; P11229; 360,000 compounds, 0.33% hits; CHO-K1 hM1, Fluo-8 calcium fluorescence, agonist mode; 0% DMSO, 100% acetylcholine EC100;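 active = activation above the run's mean compound activation plus 3 SD, cut at about 16% in these data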;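 note: peak over basal fluorescence ratio within a 140 s kinetic read after compound addition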
# CHRM1 antagonist: blocks human M1 muscarinic receptor. P11229. CHO-K1 hM1, Fluo-8 calcium fluorescence, ACh EC80 antagonist. inhibition, % at 3 µM. 360,000 compounds, 1.3% hits;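 active = percent inhibition above its own plate's cutoff, namely the mean of that plate's compound wells plus 3 SD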;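 note: peak over basal fluorescence ratio during 140 s after agonist addition; 0% = ACh EC80 plus DMSO and 100% = DMSO alone without agonist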
# OXTR potentiator: potentiates the human oxytocin receptor response; P30559; CHO-OTR cells, Fluo-8 calcium fluorescence, potentiator mode; 0% = oxytocin EC15, 100% = EC100; activation, % at 3 µM; 320,000 compounds, 0.061% hits; AID 2445;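 active = activation above that plate's cutoff, the mean activation of tested compounds plus 3 SD, cut at about 6.6% in these data, passing the limit was not always enough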;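 note: 100% uses oxytocin at 75 nM as the full agonist control; some results filed as inactive read as strong as hits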
#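 Assay system: CHO cell line stably expressing human OTR | Also added: Oxytocin at about EC15, sub-maximal agonist stimulus | Times: Compound 6 min at room temperature before oxytocin, 100 s read | Measured by: Fluo-8 intracellular calcium fluorescence, ex 470-495, em 515-575 nm | Controls: EC15 oxytocin alone as 0%, 75 nM oxytocin as 100%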
# The depositor's hits bear a star; · = no result given.
compound	CHO parental Ca	OXTR agonist	V1aR counter	TAAR1 agonist	TAAR1 antag	M1 PAM	M1 ag	CHRM1 antagonist	OXTR potentiator
O=C(O)CC/C(=N\NC(=O)c1ccccc1Br)c1ccccc1	-14	-1.0	-0.8	5	11	2	-5	-6	-4
C/C(CC(=O)Nc1ccc([N+](=O)[O-])cc1)=N\NC(=O)c1ccccc1[N+](=O)[O-]	32*	-0.7	0.4	1	-24	8	-4	-10	-7
COC(=O)C1=C(Nc2ccc(C)cc2)C=C(C)C(C(=O)OC)C1c1cccc(OC)c1 (stereo not drawn)	-28	-2.1	-0.9	4	-27	5	-6	-12	-15
O=C(N/N=C/c1ccccc1OC(=O)c1ccc2c(c1)OCO2)c1ccccc1	-15	-1.6	-0.9	6	6	-6	-8	-4	-12
CC1(C)Cc2c(c(N3CCOCC3)nc3sc4c(=O)[nH]cnc4c23)CS1	-33	-0.8	1.1	8	1	2	-1	-18	-12
CC(c1ccccc1)n1cc(C(=O)NCCN2CCOCC2)nn1 (stereo not drawn)	-10	0.6	1.4	15	4	9	-5	-3	-12
O=C(CSc1nc2ccccc2[nH]1)Nc1c(F)c(F)c(F)c(F)c1F	-10	-0.8	-0.3	6	16	6	-2	-4	0
OCCN1CCOCCOCCN(CCO)CCN(CCO)CC1	-7	0.3	1.8	9	-5	7	-2	-9	-14
c1ccc(CN2CCN(c3nc4ccccc4s3)CC2)cc1	-15	-1.8	-0.2	9	-5	12	-2	-21	-7
CCOCCCn1cnc2c([nH]c3cc(OC)ccc32)c1=O	-5	-0.8	-0.8	3	6	15	-2	-16	-18

# Compound profiles (already shown):
# O=C(CSc1nc2ccccc2[nH]1)Nc1c(F)c(F)c(F)c(F)c1F across the screens: CHO parental Ca = -10; OXTR agonist = -0.8; V1aR counter = -0.3; TAAR1 agonist = 6; TAAR1 antag = 16; M1 PAM = 6; M1 ag = -2; CHRM1 antagonist = -4; OXTR potentiator = 0
# OCCN1CCOCCOCCN(CCO)CCN(CCO)CC1 across the screens: CHO parental Ca = -7; OXTR agonist = 0.3; V1aR counter = 1.8; TAAR1 agonist = 9; TAAR1 antag = -5; M1 PAM = 7; M1 ag = -2; CHRM1 antagonist = -9; OXTR potentiator = -14

# More results
compound	CHO parental Ca	OXTR agonist	V1aR counter	TAAR1 agonist	TAAR1 antag	M1 PAM	M1 ag	CHRM1 antagonist	OXTR potentiator
ONC(=NCc1ccccc1)c1ccccc1	·	·	·	3	1	-2	-3	-2	·
COc1cc(C(=O)NNC(=O)CCOc2cccc(Br)c2)cc(OC)c1OC	-18	0.9	0.7	-2	4	3	-2	-7	-1
CCCS(=O)(=O)N1CCN(Cc2ccccc2[N+](=O)[O-])CC1	-22	0.0	0.0	1	1	7	-11	-7	-16
CCCCC/C=C/C1=CC(=O)C[C@H](c2ccc(OC)c(OC)c2)C1	-28	-1.2	-1.1	2	8	8	-3	-6	-6
O=C(C1CCCN(S(=O)(=O)c2ccc(Br)cc2)C1)N1CCOCC1 (stereo not drawn)	-11	0.8	1.9	1	5	4	-2	-3	-4
O=C(CN1CCN(S(=O)(=O)N2CCCCCC2)CC1)Nc1cc(Cl)ccc1Cl	0	1.0	-0.1	7	-22	2	-2	-13	-10
O=C(CCNS(=O)(=O)c1cccc2nsnc12)NCc1ccco1	0	-0.7	0.0	5	5	11	-5	-5	-6
N#Cc1ccsc1NC(=O)COC(=O)C1=NNC(=O)CC1	-2	1.4	0.2	3	1	13	-3	-15	0
CSc1ccc(S(=O)(=O)N2CCC(C(=O)N3CCc4ccccc4C3)CC2)cc1	-1	3.9	5.0	12	2	-1	-4	-2	-13
O=C(NCCNC(=O)c1ccc(Cl)cc1Cl)c1ccc(Cl)cc1Cl	·	·	·	1	5	2	-5	-6	·
Cc1nn(Cc2ccccc2)c(N)c1-c1ccccc1	-15	-0.9	-0.6	9	0	6	-3	-29	-7
Cc1nc2c(nc1C)C(=O)c1ccccc1C2=O	·	·	·	4	-6	8	-5	-18	·
CCOC(=O)c1c(NC(=O)CCc2ccc(CC)o2)sc(C)c1C	-24	-1.2	-0.6	0	5	2	-5	-5	-13
Cc1cccc(OCC(=O)Nc2ccc(C(=O)NCC(C)C)cc2)c1	-14	0.6	2.6	-1	-15	-5	-2	20	-2
CCOc1cc(S(=O)(=O)NCc2ccccc2)ccc1Br	-4	-0.9	-0.5	2	12	1	-12	-7	-7
Cc1cccc(NC(=O)c2cc(-c3cccnc3)nc3c(C)cccc23)n1	-8	0.8	0.5	0	2	-5	-2	21	-9
[O-][n+]1nc2ccccc2c2ccccc21	·	·	·	1	-12	12	-2	-18	·
CCOc1ccc(N(CC(=O)NCc2ccco2)C(=O)CCC(=O)Nc2ccccn2)cc1	·	·	·	-1	-22	8	-6	-10	·
CCOC(=O)C1=C(CC)Nc2ccccc2N=C1NC(=O)Cn1cnc2ccccc2c1=O	-12	0.1	0.1	0	1	-6	-8	5	4
CCOc1ccccc1CNc1ncnc2ccc(-c3c(C)noc3C)cc12	4	6.9	5.2	3	37	-14	-4	29	-6
O=[N+]([O-])c1ccc(S(=O)(=O)Nc2ccc3c(c2)OCCO3)cc1	-10	7.5	9.8	9	3	-9	2	18	-11
CC(=O)OCCn1c(=O)c2cc3c(=O)n(CCOC(C)=O)c(=O)c3cc2c1=O	2	-0.2	-0.6	6	-2	-1	-2	-15	-10
Cc1ccc(C)n1-n1c(C)nc2sc3c(c2c1=O)CCCCC3	-13	-1.4	-0.3	22	32	-21	-5	28*	-13
COc1cc(/C=N/Nc2cc(C)nc(NS(=O)(=O)c3ccc(C)cc3)n2)ccc1O	·	·	·	3	6	7	-6	-2	·
Cc1nn(C)c(C)c1S(=O)(=O)N1CCC(C(=O)NC2CCCCCC2)CC1	-3	-0.3	-0.2	0	-34	9	-11	-10	-2
CCOc1ccc(/C(O)=C2/C(=O)C(=O)N(CCN(C)C)C2c2ccccc2)cc1Cl (stereo not drawn)	-8	-1.2	0.8	4	2	3	2	-9	-5
O=C(NC(Cc1c[nH]c2ccccc12)c1nnc2n1CCCCC2)c1ccc(Cl)cc1 (stereo not drawn)	-23	-1.0	-0.1	3	-4	10	-2	-11	-6
Cc1ccc(S(=O)(=O)Cn2nnnc2C(C(C)C)N2CCc3ccccc3C2)cc1 (stereo not drawn)	-27	-2.0	-0.2	·	·	3	-9	2	-6
COc1ccc(C2c3c(noc3C)CC(C)(O)C2C(C)=O)cc1 (stereo not drawn)	0	-0.3	-1.6	8	0	7	-4	2	-11
CCN=C1SC(CC(=O)Nc2sc(C)c(C)c2C(=O)OC)C(=O)N1CC (stereo not drawn)	-10	-0.4	-0.7	-3	-31	-17	1	-5	-3
COc1cc(C(=O)NCC(c2cccnc2)N2CCN(c3ccc(F)cc3)CC2)cc(OC)c1OC (stereo not drawn)	-2	-0.2	0.9	9	-1	8	-8	-10	-12
O=C(NCc1ccncc1)c1ccc2nc(Cc3ccccc3F)oc2c1	14	13	13	5	12	-2	2	1	-17
CC1=CCC2C(=O)N(c3ccc(OC(=O)c4ccco4)cc3)C(=O)C2C1 (stereo not drawn)	-17	0.6	0.3	4	-15	11	10	-8	-2
O=C(NC1CCCCC1)c1cc(-c2ccccn2)nc2ccccc12	-6	-1.5	0.6	11	8	-4	-7	-4	-7
Cc1ccc(S(=O)(=O)N(C)/N=C/C=C/c2ccccc2)cc1	-5	-0.3	0.2	0	-5	10	0	2	1
CCC(C)Nc1nc(CN2CCOCC2)nc2sc3c(c12)CCC3 (stereo not drawn)	-36	-3.1	-1.9	-3	-8	4	-6	-8	5
COc1ccc(N2C(=O)C3C4C=CC(c5ccccc5)(C3C2=O)C2C(=O)N(c3ccc(OC)cc3)C(=O)C42)cc1 (stereo not drawn)	-1	0.7	1.4	-1	11	7	-4	-1	-3
COc1ccc(S(=O)(=O)N(C)C[C@H]2Oc3ccc(NC(=O)Nc4ccccc4)cc3C(=O)N([C@H](C)CO)C[C@@H]2C)cc1	-15	2.4	0.8	1	20	-3	-6	1	-8
COc1cc(/C=C2/SC(=O)NC2=O)ccc1OCc1ccccc1	-7	-0.6	3.4	5	-7	2	-1	-2	-9
CC(C)CC(=O)NC(=S)Nc1ccccc1N1CCCC1	-16	-4.4	-1.5	2	10	-2	-6	6	-1
O=[N+]([O-])c1cc(C(F)(F)F)ccc1NCCOc1ccccc1	-1	-0.7	0.2	1	7	-6	-6	-12	-5
CC(=O)c1cccc(NCC(=O)Nc2cccc(S(=O)(=O)N3CCCCC3)c2)c1	6	10	8.1	4	-13	0	-1	1	-17
COc1ccc(NC(=O)N(C)C[C@H]2Oc3c(NC(=O)Nc4ccccc4)cccc3C(=O)N([C@H](C)CO)C[C@@H]2C)cc1	1	0.3	1.2	5	27	-3	-6	5	-1
COc1cc(C=C(C#N)c2ccc([N+](=O)[O-])cc2)ccc1O	·	·	·	2	12	0	-3	0	·
COc1ccc(-c2c(C(F)(F)F)nn(C)c2NC(C)=O)cc1	-16	1.0	0.0	10	-8	6	-3	-7	-6

# Quoted at random: 4 compounds from above
compound	CHO parental Ca	OXTR agonist	V1aR counter	TAAR1 agonist	TAAR1 antag	M1 PAM	M1 ag	CHRM1 antagonist	OXTR potentiator
COc1ccc(NC(=O)N(C)C[C@H]2Oc3c(NC(=O)Nc4ccccc4)cccc3C(=O)N([C@H](C)CO)C[C@@H]2C)cc1	1	0.3	1.2	5	27	-3	-6	5	-1
CC(=O)c1cccc(NCC(=O)Nc2cccc(S(=O)(=O)N3CCCCC3)c2)c1	6	10	8.1	4	-13	0	-1	1	-17
O=[N+]([O-])c1cc(C(F)(F)F)ccc1NCCOc1ccccc1	-1	-0.7	0.2	1	7	-6	-6	-12	-5
COc1cc(C=C(C#N)c2ccc([N+](=O)[O-])cc2)ccc1O	·	·	·	2	12	0	-3	0	·
